# HKDC1 inh = HKDC1 hexokinase inhibitors, primary screen, biochemical, fluorescence, uHTS; Q2TB90; recombinant HKDC1, G6PDH/diaphorase resazurin coupled fluorescence; inhibition, % at 20 µM; hit rate 0.16% among 340,000;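 active = inhibition above about 35% when tested at 20 µM, limit read from the data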;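 also: plate controls were DMSO wells with enzyme for no effect and DMSO wells lacking enzyme for full effect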
#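 Material: recombinant HKDC1 hexokinase; Amount: HKDC1 at 5 µg/mL; Medium: Tris pH 8.0 buffer with MgCl2, Tween-20, BSA, BME; Schedule: 90 min reaction incubation at room temperature, dark; Technique: coupled resazurin fluorescence, excitation 525 nm, emission 613 nm.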
# PfGluPho inh = PfG6PD enzyme inhibitors, primary screen, biochemical, fluorescence intensity, uHTS; hit rate 0.78% among 350,000; inhibition, % at 20 µM; AID 504690, 2011; PfGluPho enzyme, NADPH resazurin-diaphorase fluorescence; glucose-6-phosphate dehydrogenase-6-phosphogluconolactonase (Plasmodium falciparum 3D7);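 active = inhibition reaching at least a set limit at 20 µM in the primary screen, cut at about 59% in these data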;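 also: 0% = DMSO wells with substrate and 100% = DMSO wells lacking glucose-6-phosphate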
# SENP7 inh = SENP7 protease inhibitors, primary screen, biochemical, luminescence, uHTS; Sentrin-specific protease 7 (Homo sapiens), Q9BQF6; recombinant SENP7, Z-RLRGG-aminoluciferin luminescence, 40 min; inhibition, % at 5 µM; hit rate 1.5% among 330,000;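 active = inhibition above about 50% at the single test dose, limit read from the data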;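 also: plate controls were DMSO with enzyme for no effect and no enzyme buffer wells for full effect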
# SENP6 inh = SENP6 protease inhibitors, primary screen, biochemical, luminescence, uHTS. inhibition, % at 10 µM. Recombinant SENP6 catalytic domain, aminoluciferin luminescence. Sentrin-specific protease 6 (Homo sapiens), Q9GZR1. hit rate 1.8% among 330,000;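 active = inhibition above about 50% at the single tested dose, limit read from the data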;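 also: plate controls were DMSO wells with enzyme for no effect and DMSO wells lacking enzyme for full effect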
# SENP8 block-1 = human SENP8 protease inhibitors, primary screen, biochemical, fluorescence, Nedd8 protein substrate, uHTS | recombinant SENP8 | inhibition, % at 20 µM | hit rate 0.64% among 360,000 | AID 602440, 2012; in the data active = inhibition mostly above about 40%, no sharp cut-off; inactive = mostly below about 27%
# SENP1 FRET inh = human SENP1 catalytic domain inhibitors, primary screen, biochemical, FRET, uHTS; hit rate 0.21% among 360,000; Sentrin-specific protease 1 (Homo sapiens), Q9P0U3; inhibition, % at 10 µM; recombinant SENP1 catalytic domain, CyPet-SUMO1-YPet FRET cleavage;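 active = inhibition at least 30% at 10 µM, raw YFP signal under a set limit, fluorescence ratio 0.5 to 1.5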;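 also: 0% = enzyme with DMSO and 100% = no enzyme wells; some results filed as inactive read as strong as hits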
#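 Test system: recombinant human SENP1 catalytic domain, His6-tagged / Medium: pH 8 Tris buffer with EDTA, NaCl, BME, BSA, NP40, catalase / Also added: SUMO1 FRET substrate flanked by Cypet and Ypet, 25 nM / Times: 50 min reaction at room temperature / Signal: FRET, CFP and YFP emission / Control set: no-enzyme low control and enzyme-plus-DMSO high control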
# Apaf1 inhib = inhibitors of human Apaf-1 apoptosome, primary screen, biochemical, DEVD-Rh110 fluorescence, uHTS | Apoptotic protease-activating factor 1 (Homo sapiens), O14727 | reconstituted apoptosome caspase-3 activity | inhibition, % at 20 µM | hit rate 0.71% among 330,000 | AID 489030, 2010; active = inhibition of at least 40% at 20 µM;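 also: plate controls were DMSO wells for no effect and DEVD-CHO caspase inhibitor wells for full effect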
# Target sequence (O14727 whole entry, looked up): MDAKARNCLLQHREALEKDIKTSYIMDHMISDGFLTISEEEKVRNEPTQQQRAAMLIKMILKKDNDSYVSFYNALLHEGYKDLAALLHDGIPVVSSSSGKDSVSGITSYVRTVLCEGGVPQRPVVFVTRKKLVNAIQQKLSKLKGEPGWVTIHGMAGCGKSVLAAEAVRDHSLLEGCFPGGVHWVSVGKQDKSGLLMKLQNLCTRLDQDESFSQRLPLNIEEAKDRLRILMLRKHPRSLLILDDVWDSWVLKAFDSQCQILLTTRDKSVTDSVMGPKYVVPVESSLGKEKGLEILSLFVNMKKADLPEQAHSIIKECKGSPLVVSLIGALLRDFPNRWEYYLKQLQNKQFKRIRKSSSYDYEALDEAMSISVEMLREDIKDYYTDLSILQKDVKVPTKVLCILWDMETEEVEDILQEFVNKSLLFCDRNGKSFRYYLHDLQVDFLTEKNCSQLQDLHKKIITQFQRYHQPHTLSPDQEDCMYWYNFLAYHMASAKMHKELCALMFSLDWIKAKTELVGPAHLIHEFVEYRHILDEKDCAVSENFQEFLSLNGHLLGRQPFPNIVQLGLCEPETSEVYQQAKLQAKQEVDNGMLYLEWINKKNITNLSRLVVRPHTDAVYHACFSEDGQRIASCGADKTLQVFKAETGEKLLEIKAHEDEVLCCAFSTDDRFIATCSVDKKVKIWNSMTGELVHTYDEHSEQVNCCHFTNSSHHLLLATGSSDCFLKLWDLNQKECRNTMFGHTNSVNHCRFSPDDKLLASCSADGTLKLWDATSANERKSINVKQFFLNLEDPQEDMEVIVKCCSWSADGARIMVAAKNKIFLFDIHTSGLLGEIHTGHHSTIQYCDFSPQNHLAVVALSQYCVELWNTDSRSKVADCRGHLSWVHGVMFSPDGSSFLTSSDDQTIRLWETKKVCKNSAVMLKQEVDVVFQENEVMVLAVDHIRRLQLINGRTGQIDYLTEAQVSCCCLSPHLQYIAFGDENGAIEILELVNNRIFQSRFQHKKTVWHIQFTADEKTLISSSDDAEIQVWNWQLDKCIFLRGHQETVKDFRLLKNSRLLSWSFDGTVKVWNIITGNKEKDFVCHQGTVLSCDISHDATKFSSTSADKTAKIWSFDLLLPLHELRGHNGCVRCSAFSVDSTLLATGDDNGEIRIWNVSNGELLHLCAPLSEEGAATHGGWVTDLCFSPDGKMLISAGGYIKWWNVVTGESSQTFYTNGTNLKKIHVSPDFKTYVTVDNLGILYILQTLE
#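 Material: cell-free apoptosome with Apaf-1, procaspase-3 and caspase-9; Buffer or medium: Hepes pH 7.5 with detergent and BSA; Reagent: cytochrome c trigger plus (Z-DEVD)2-Rh110 caspase-3 substrate; Times: compound with Apaf-1, dATP, procaspase-3 30 min, then 50 min reaction, room temperature; Technique: Rh110 fluorescence intensity.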
# SENP8 block-2 = SENP8 protease inhibitors, primary screen, biochemical, luminescence; hit rate 1.2% among 330,000; Sentrin-specific protease 8 (Homo sapiens), Q96LD8; inhibition, % at 10 µM; AID 2540, 2010; purified SENP8, Z-RLRGG-aminoluciferin cleavage; in the data active = inhibition above about 50%
# Starred values were filed as active, the others as inactive; / = not tested or not shown.
SMILES,HKDC1 inh,PfGluPho inh,SENP7 inh,SENP6 inh,SENP8 block-1,SENP1 FRET inh,Apaf1 inhib,SENP8 block-2
CCOP(=O)(OCC)/C(C#N)=C/c1ccc([N+](=O)[O-])cc1,-2,3,-2,-23,12,1,3,1
O=C(c1cc(-c2ccccc2)nc2ccccc12)N1CCCc2ccccc21,18,-14,-10,-6,24,1,22,-4
CSc1nc2[nH]c3c(c2c2ncnn12)CCCC3,3,0,6,-1,-10,-2,-11,7
OC1CCC(NC(=S)Nc2ccc(SC(F)F)cc2)CC1 (stereo unspecified),-8,-6,2,5,3,-2,-1,2
COCCCNc1nc2ccccc2nc1NS(=O)(=O)c1ccc(C)c(C)c1,0,-23,-6,-6,-429,-1,6,-8
Cc1ccnc(Nc2nc3ccccc3o2)n1,0,11,73*,77*,12,1,1,67*
COc1ccc(-c2ccc(-c3noc(-c4ccccc4)n3)c(OC)n2)cc1,-4,-5,-6,-10,-250,-24,1,-10
CC1CCN(CCCCOc2cccc(Br)c2)CC1,3,-15,-13,1,12,3,-7,-7
Cc1ccc2nc3c(cc(C(=O)NC4CCS(=O)(=O)C4)n3Cc3ccccc3)c(=O)n2c1 (stereo unspecified),1,0,0,-10,-471,-37,8,-6
COc1ccc(C(CNC(=O)c2ccc(NS(=O)(=O)c3ccc(F)c(C)c3)cc2)N(C)C)cc1 (stereo unspecified),-9,0,-1,-10,-4,0,26,-7
CC(=O)Nc1c2c(nn1-c1ccc(C)cc1)CSC2,-5,-5,0,3,9,0,-7,-2
COc1ccc2c(C(=O)CN3CCC(C)CC3)c[nH]c2c1,0,-11,-5,-4,10,-1,-10,1
CCN1C(=O)N[C@@H](c2ccc(Br)cc2)C(C(=O)OC)=C1C,-2,-9,4,-19,25,3,4,-8
CCOC(=O)C1(CCc2ccccc2)CCN(C(=O)C2CCOCC2)CC1,-6,-5,-2,-10,10,3,0,-8
O=C1C(Cl)=C(NCCCO)C(=O)c2ccccc21,1,-99,41,41,83*,0,45*,28
COc1ccc2nc(C)cc(SCC(=O)N/N=C/c3ccccc3)c2c1,-6,59,4,0,-12,0,-1,1
NS(=O)(=O)c1ccc(CCNS(=O)(=O)c2cccc(C(=O)O)c2)cc1,-6,-9,-4,3,16,0,-19,8
COc1ccc(C(=O)NN/C(=N/S(=O)(=O)c2ccc(C)cc2)c2ccccc2)cc1,3,-9,78*,88*,-152,0,11,54*
Cc1cccc(Sc2ccc([N+](=O)[O-])cc2[N+](=O)[O-])n1,-1,64*,3,-4,12,2,13,-1
Cc1ccc(NS(=O)(=O)c2ccc(C3CCCCC3)cc2)cc1,11,18,9,-16,14,3,4,-3
O=S(=O)(c1cccs1)n1cccn1,-6,-3,-7,-12,15,-2,4,2
Cc1ccccc1S(=O)(=O)/N=C(/Nc1c(C)n(C)n(-c2ccccc2)c1=O)c1ccccc1,-4,2,-3,-5,10,0,-4,8
CC(CC(=O)Nc1cc(C(F)(F)F)ccc1Cl)c1ccccc1 (stereo unspecified),-1,18,4,8,28,0,13,3
CCOP(=O)(OCC)c1nc(-c2ccc(C)cc2)oc1N1CCOCC1,-3,-2,-3,-9,-270,1,10,-9
COc1cc(NC(=O)c2cnn3c(C)cc(C)nc23)c(OC)cc1Cl,-2,11,/,/,10,17,/,/
# Remaining list, next part:
SMILES,HKDC1 inh,PfGluPho inh,SENP7 inh,SENP6 inh,SENP8 block-1,SENP1 FRET inh,Apaf1 inhib,SENP8 block-2
O=C1CSC(c2ccc(Cl)cc2)N1C1CCCCC1 (stereo unspecified),-3,-14,-11,-9,15,2,-2,0
CCN(CC)C(C(=O)Nc1ccc2c(c1)OCO2)c1ccccc1 (stereo unspecified),-9,-9,-3,-15,8,0,-2,5
CCc1c(C2(O)CCCCC2)[nH]c2cc(C(F)(F)F)ccc12,5,36,-3,-20,-32,-4,21,-1
COC(=O)C(=CC(=CN(C)C)C=C(C(=O)OC)C(=O)OC)C(=O)OC,-3,16,-3,-12,10,-4,-27,1
O=C(NCc1ccco1)Nc1ccc([N+](=O)[O-])cc1,-7,6,10,14,19,2,2,1
CCN(Cc1ccccc1OC)CC1CCCN(CCc2cccc(OC)c2)C1 (stereo unspecified),-4,14,-5,4,12,1,-10,2
CC(C)CC(NC(=O)C(CO)NC(=O)C1CCC(=O)N1)C(N)=O (stereo unspecified),-5,-12,1,-4,3,2,-7,-4
O=C(c1ccc(NS(=O)(=O)c2ccc(F)cc2)cc1)N1CCCCCC1,-2,-16,1,-8,9,1,7,7
Cc1onc(-c2ccccc2)c1C(=O)NCc1ccccc1F,-6,-2,3,-6,-4,-1,7,1
O=C(Nc1cc(=O)[nH]c2ncnn12)c1ccco1,-5,-1,-3,-1,-8,-5,-3,-10
CC(C)c1ccc(NC(=O)c2ccc(NS(C)(=O)=O)cc2)cc1,1,-5,-4,-10,14,2,7,-7
O=C1CN(C(=O)c2ccccc2)c2ccccc2N1,0,-16,-1,-13,4,-1,-6,-4
Cc1ccc(S(=O)(=O)N(CCC(=O)NCc2ccc(S(N)(=O)=O)cc2)c2ccccc2)cc1,-3,3,-3,-16,3,-1,-3,-12
Cc1ccccc1CNC(=O)C(=O)NCC1CCCN1S(=O)(=O)c1cccs1 (stereo unspecified),-2,15,-5,7,1,-13,14,6
Cn1cnc2cc(NCc3cccs3)ccc21,1,4,9,6,-54,2,-2,1
Cc1cccc(C)c1NC(=O)CCN1C(=O)C2C3CCC(C3)C2C1=O (stereo unspecified),-6,-11,-1,-11,9,1,-3,-1
COc1cc(OC)c(NS(=O)(=O)c2cc(Br)cnc2N)cc1Cl,2,6,1,5,-2,3,4,-3
O=C(Cn1c(=O)n(-c2ccccc2)c(=O)c2sccc21)N1CCCC1,-9,-3,-7,16,9,0,-17,-3
O=C(Nc1cccc(Cl)c1)c1nc[nH]c1C(=O)NCCN(CCNC(=O)c1[nH]cnc1C(=O)Nc1cccc(Cl)c1)CCNC(=O)c1[nH]cnc1C(=O)Nc1cccc(Cl)c1,1,0,3,-11,18,2,12,-4
CCN(CC)C(=O)Cn1cc(C(=O)C(=O)N(CC)C2CCCCC2)c2ccccc21,-7,6,2,-3,6,2,3,-1
Cc1ccc(S(=O)(=O)N2CCN(c3cccc(C)c3)CC2)cc1,-5,16,6,-28,9,1,2,-3
O=C(CCCn1c(=O)[nH]c2ccsc2c1=O)NCc1cccs1,0,-3,-3,-18,24,-4,11,-6
CCc1nnc(SCC(=O)Nc2nccs2)n1CC,-2,-5,0,-10,6,4,-7,3
Cc1ccc(NS(=O)(=O)c2c(C(=O)N3CCCCCC3)c(C)n(C)c2C)c(Cl)c1,-5,4,6,-11,6,0,15,2
O=C1CCc2cc(S(=O)(=O)N3CCC(C(=O)NCc4ccccn4)CC3)ccc2N1,/,/,2,-3,-17,-9,-12,7
# The list goes on:
SMILES,HKDC1 inh,PfGluPho inh,SENP7 inh,SENP6 inh,SENP8 block-1,SENP1 FRET inh,Apaf1 inhib,SENP8 block-2
CC(C)c1nccn1S(=O)(=O)c1cc(Cl)ccc1Cl,-6,-20,0,-8,26,1,-41,-7
COCCCn1c(SC(C)C(=O)NC2CC2)nc2ccccc2c1=O (stereo unspecified),-1,-24,-10,-4,10,-1,-1,-6
O=C(CCC(=O)Nc1ccccc1)NNC(=O)c1cccs1,-9,-5,-7,7,10,2,-6,-7
Cc1ccc(NC(=S)NCc2ccco2)c(C)c1,-5,1,3,-7,14,-2,-3,3
CC(C)(C)c1nc2ccccc2c2nnc(SCC(=O)Nc3nccs3)n12,-2,-2,7,-10,5,2,3,-6
CC1CCc2c(sc3ncnc(NCCCOC(C)C)c23)C1 (stereo unspecified),4,3,10,19,-42,-11,13,4
CC(=O)NC1CCC(OC(=O)Nc2ccccc2)CC1 (stereo unspecified),-2,3,/,/,14,1,/,/
O=C1C=C(c2ccc(O)cc2)C[C@@H](c2ccc3c(c2)OCO3)C1,10,5,-15,-10,1,0,12,-18
O=C(COc1cc(Cl)c(Cl)cc1Cl)NC(=O)Nc1ccc2c(c1)OCCO2,-6,-10,-4,-22,0,0,-6,-5
O=S1(=O)C=C(Oc2ccc(F)cc2)c2ccccc21,-1,3,-4,-2,5,-2,10,-2
Cc1cc(C)nc(OC(=O)c2c(Cl)cc(Cl)cc2Cl)n1,-4,17,5,15,4,1,-3,9
[2H]c1c([2H])c([2H])c(C(=O)c2sc(N3CCCCCC3)nc2-c2ccccc2)c([2H])c1[2H],0,25,2,-4,9,-9,7,0
O=C(Cn1cc(C(=O)c2ccco2)c2ccccc21)Nc1ccccc1F,-3,4,6,3,-100,1,2,8
CSc1ccc(S(=O)(=O)NCC(=O)OCC(=O)N2CCC(C)CC2)cc1[N+](=O)[O-],-3,0,-4,11,19,2,-4,4
O=C(O)C1CCCCC1C(=O)NC1CCCCC1 (stereo unspecified),-7,-9,-4,-5,22,1,5,-5
CC(C)(C)NC(=O)C1CCN(c2ccc(S(=O)(=O)N3CCOCC3)cc2Cl)CC1,-1,-9,-4,-14,19,0,-9,-4
COc1ccccc1C(=O)N/C(=C\c1ccc(Br)cc1)C(=O)NCCO,-8,25,-2,-10,11,2,7,6
O=C(NCc1cccc(Cl)c1)c1cnccn1,-9,4,-4,9,8,-1,-22,0
Cc1ccc(Oc2ncc(CN3CCOCC3)s2)cc1,-9,7,-10,-14,21,0,-3,-11
Cc1ccc(Cn2c(C3CCCN3c3nc(C)cs3)nc3cc(C(F)(F)F)ccc32)cc1 (stereo unspecified),2,21,-5,-14,20,-3,23,-2
O=C(Nc1nccs1)c1ccc(-c2ccc(Cl)cc2Cl)o1,-9,-6,14,4,21,2,7,-8
CCC1(c2ccc(F)cc2)NC(=O)N(CC(=O)c2ccc[nH]2)C1=O (stereo unspecified),-3,-5,-7,-14,-8,-17,7,-8
COc1ccc(N2CC(O)=C(c3nc(-c4ccc(F)cc4)cs3)C2=N)cc1Cl,-3,-17,12,2,-187,-12,5,5
CC12CC3(C)CC(C)(C1)CC(C(=O)NCc1cccnc1)(C2)C3,4,-23,-7,-10,6,-1,2,-5
CN(c1ccc(C(=O)NC2CCCC2)cc1)S(=O)(=O)c1ccc(Cl)cc1,-4,10,12,4,7,1,17,-3

# Some entries already given, limited to SENP8 block-2 and SENP6 inh.
SMILES	SENP8 block-2	SENP6 inh
O=C(Nc1nccs1)c1ccc(-c2ccc(Cl)cc2Cl)o1	-8	4
CCC1(c2ccc(F)cc2)NC(=O)N(CC(=O)c2ccc[nH]2)C1=O (stereo unspecified)	-8	-14
COc1ccc(N2CC(O)=C(c3nc(-c4ccc(F)cc4)cs3)C2=N)cc1Cl	5	2
CC12CC3(C)CC(C)(C1)CC(C(=O)NCc1cccnc1)(C2)C3	-5	-10

# Screening data from PubChem.
